Assay outcomes (PubChem)
bCat nuc transl: modulators of beta-catenin nuclear translocation, primary screen, imaging, HeLa cells, immunofluorescence, high-content | nuclear translocation activity, % at 5 µM | actives 0.3% (n = 190,000) | AID 1665, 2009;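 active = nuclear translocation activity above 50% at 5 µM, with a well cell count of 50 or more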;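 also: per-cell ratio of nuclear to cytoplasmic median beta-catenin stain intensity; plate controls were DMSO negative control for no effect and GSK-3 inhibitor IX positive control for full effect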
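Technique: fluorescence imaging of beta-catenin antibody stain plus DAPI / Material: human HeLa cell line / Incubation: compound treatment 24 h, 37°C, 5% CO2 / Read-out basis: % activation of per-cell nuclear versus cytoplasmic median beta-catenin signal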
Autophagy HCS: autophagy modulators in MEF cells, primary screen, imaging, high-content, MEF GFP-LC3; calls only at 10 µM (by protocol); MEF GFP-LC3 puncta imaging; test concentration mostly 10 µM; actives 0.98% (n = 190,000);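 active = percentage of spot-positive cells more than 3 SD above its plate mean, without a fluorescence outlier flag or 80% toxicity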;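 also: spot-positive cell cutoff set from DMSO-treated cells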
TNAP activation fold: human TNAP enzyme activators, primary screen, biochemical, luminescent, no phosphate acceptor, uHTS (AID 1001) | actives 0.03% (n = 200,000) | activation fold at 20 µM, or EC50 in µM where a hit was titrated | purified TNAP, luminescent activation assay, no phosphate acceptor; higher activation fold means a stronger effect | Alkaline phosphatase, tissue-nonspecific isozyme (Homo sapiens); in the data active = activation fold from about 3, or a potency from the dose series; inactive = the rest, 99 in 100 with activation fold below about 1.6; also: many of its hits are not listed in these tables
Hep lipid drop: inhibitors of hepatocyte lipid droplet formation, primary screen, imaging, high-throughput imaging, BODIPY stain. AML12 mouse hepatocytes, oleate lipid droplets. AID 1656, 2009. inhibition, % at 6.5 µM. actives 0.4% (n = 240,000);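 active = lipid droplet intensity inhibited by at least 50%, with more than 500 cells counted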
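Material – AML12 mouse liver cells · Also added – oleate loading, 100 µM · Compound dosing – 6.5 µM single-point dosing · Times – overnight treatment with compound plus oleate · Measured by – fluorescence imaging, 20x objective, two fields per well · Read-out – percent inhibition of filter-corrected integrated lipid droplet intensity per well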
PMI inhibition: human PMI inhibitors, high substrate, primary screen, biochemical, fluorescence intensity, high mannose 6-phosphate (AID 1220). recombinant PMI enzyme, coupled fluorescence intensity; higher % means a stronger effect. inhibition, % at 20 µM; hits with a dose series show IC50 in µM. actives 0.66% (n = 190,000)
T cell modulator: modulators of CD8 T cell-vesicle binding, primary screen, mouse 2C CD8+ T cells, flow cytometry; 2C CD8+ T cell-vesicle binding; hits give low values; calls only at 7 µM; actives 0.068% (n = 330,000);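 active = response, share of CD8 T cells binding vesicles, and their 90th percentile fluorescence all below set limits, cut at about 80% in these data, passing the limit was not always enough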
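Read-out – percent CD8+ FL2 mean versus row control · System – murine 2C transgenic CD8+ T lymphocytes · Times – 1.5 h cell–vesicle binding at 37 °C, then 20 min icy labelling · Control set – naked vesicles low, QL9 vesicles with vehicle high · Detection – cytometric PE anti-B7-1 and Alexa647 anti-CD8 signals after 1% paraformaldehyde fixation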
MT stabilizer: microtubule stabilizers in HeLa cells, primary screen, imaging, high-content imaging; % tubulin-high responders, % at 10 µM; AID 2205, 2009; HeLa tubulin immunostaining HCS, 24 h; share of cells brighter than vehicle mean+2SD; actives 0.83% (n = 200,000);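 active = plate Z-score above 3 for both tubulin-high and condensed-nucleus cell shares, with cell loss under 80%, at 10 µM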;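 also: anti alpha tubulin signal scored within the nucleus-defined area of each cell; some results filed as inactive read as strong as hits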
Insulin prom up: insulin promoter activators in MIN6 cells, imaging, high-content screening, mouse beta cells; z-score at 5 µM; MIN6 insulin promoter-GFP reporter; hits give high values; actives 0.3% (n = 190,000);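 active = z-score above 3 at 5 µM with at least 500 cells counted in the well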
PMI inhibitors: inhibitors of human PMI, primary screen, biochemical, fluorescence intensity, coupled assay (AID 1209); actives 0.42% (n = 190,000); Mannose-6-phosphate isomerase (Homo sapiens); inhibition, % at 20 µM, or IC50 in µM where a hit was titrated; purified PMI enzyme, coupled fluorescence intensity; higher % means a stronger effect;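 also: plate controls were DMSO vehicle for no effect and wells lacking substrate for full effect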
Insulin prom up cell count: further read-out of Insulin prom up, marked with its call; cell count; measured here: cytotoxicity, nuclei count;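 total cells summed across four imaged fields per well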
Hep lipid drop cells 6.5 µM: recorded beside Hep lipid drop, whose call it bears; cell count; measured here: cell count, cytotoxicity flag;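 cells counted across two imaged fields per well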
bCat nuc transl cell count 5 µM: further read-out of bCat nuc transl, marked with its call; cell count; measured here: cell count, cytotoxicity flag
T cell modulator vesicle-bound %: recorded beside T cell modulator, whose call it bears; double positive events, %; measured here: CD8+ vesicle-bound cell fraction;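 binding gate set so that unloaded-vesicle control wells show 10% double positive cells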
MT stabilizer Hoechst-high %: further read-out of MT stabilizer, marked with its call; % Hoechst-high responders; measured here: nuclear condensation Hoechst responders;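 share of cells brighter than vehicle mean plus two SD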
MT stabilizer cytotoxicity %: also measured in MT stabilizer; calls as there; toxicity, %; measured here: cytotoxicity by cell density;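 0% = mean cell density of plate MIN control wells and 100% = no cells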
Autophagy HCS cell loss 18 h: further read-out of Autophagy HCS, marked with its call; toxicity, %; measured here: cell loss, nuclei count;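 cell loss after 18 h compound exposure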
Numbers without * were called inactive; i = inactive; · = not tested or not shown. Rule as the data show it, unless noted: active = inhibition above about 50%; inactive = the rest.

SMILES	bCat nuc transl	bCat nuc transl cell count 5 µM	Autophagy HCS	Autophagy HCS cell loss 18 h	TNAP activation fold	Hep lipid drop	Hep lipid drop cells 6.5 µM	PMI inhibition	T cell modulator	T cell modulator vesicle-bound %	MT stabilizer	MT stabilizer Hoechst-high %	MT stabilizer cytotoxicity %	Insulin prom up	Insulin prom up cell count	PMI inhibitors
CCOC(=O)Cn1nc(C)c2ccccc2c1=O	-2.5	821	i	-4	1.1	·	·	-2%	i	54	4.2	2.2	4.1	0.79	923	0%
Cc1cc(-c2cc(-c3ccccc3)on2)nc(NC2CCCC2)n1	0.0	1295	·	·	·	0	683	·	i	31	·	·	·	0.83	843	·
CC(C)n1cnc2c(=S)nc[nH]c21	0.6	1112	·	·	·	9	858	·	i	31	·	·	·	-0.2	1479	·
CN1CCC(N2CCN(c3cccc(C(F)(F)F)c3)CC2)CC1	·	·	i	-7	1.2	-1	770	-6%	i	29	1.9	1.2	8.0	-0.2	813	2%
COc1ccccc1N1CCN(C2CCN(C(=O)c3ccc(F)cc3)CC2)CC1	-0.6	958	i	6	1.1	7	624	-7%	i	29	2.4	2.3	1.6	-0.34	2144	4%
CCc1ccc(NC(=O)c2onc(C)c2Cl)cc1	·	·	i	-1	1.1	·	·	2%	i	25	3.1	2.4	4.9	1.2	891	0%
COc1cccc(/C=C2\C(=O)N(c3cccc(C)c3)C(=O)c3ccccc32)c1	·	·	i	5	1.1	2	611	-10%	i	43	1.4	2.7	6.2	1.3	1137	-18%
Cc1ccc(C)c(NC(=O)CN(C)C(=O)[C@@H](NC(=O)c2ccc(C(C)(C)C)cc2)C(C)C)c1	1.4	974	i	4	1	-2	663	15%	i	48	2.1	2.4	7.6	-0.82	1149	16%
COC(=O)C1CCCN1C(=O)C1CCCN1C(=O)CNC(=O)OCc1ccccc1 (stereo not given)	-1.5	1020	i	18	1.1	2	723	5%	i	40	3.6	1.5	6.3	-0.37	2032	4%
CCOC(=O)c1c(C)c[nH]c1C	-0.1	1027	i	12	1.9	6	674	-7%	i	55	2.1	2.4	9.3	0.07	1212	-24%
COC(=O)CN(c1c(C)cccc1C)S(C)(=O)=O	-1.6	1095	i	9	1.1	·	·	11%	i	58	2.0	3.1	12	·	·	9%
Cc1cc(F)ccc1S(=O)(=O)N1CCCOC1CNC(=O)C(=O)NCc1ccco1 (stereo not given)	-1.2	567	i	-2	1	5	690	-2%	i	27	2.2	2.4	9.9	0.85	1281	-3%
O=C(Nc1ccc(Oc2ccc(C(=O)O)c(C(=O)O)c2)cc1)c1cccs1	-1.7	1072	i	-8	1.1	-4	690	2%	i	36	1.9	1.3	4.3	·	·	2%
CCC(=O)Nc1ccc(NC(=O)CSc2nnnn2-c2cccnc2)cc1C	0.8	1350	i	-22	1.2	·	·	2%	i	16	2.9	1.4	8.7	0.13	1549	0%
Cc1ccc(NC(=O)CCNS(=O)(=O)c2cc(Br)cnc2N)c(Cl)c1	2.1	573	i	9	1.1	-23	681	5%	i	12	2.4	2.7	8.0	-0.5	1280	4%
Cc1nn(CC(=O)NN)c(C)c1Br	1.5	1075	·	·	·	-4	648	·	i	26	·	·	·	-0.22	1548	·
Cc1ccc(OCC(=O)Nc2sc3c(c2C#N)CC(C)(C)NC3(C)C)cc1	1.9	961	i	17	1	16	717	7%	i	36	2.1	2.6	8.2	-0.26	1574	12%
CCOC(=O)C(C(=O)NCc1cccc(OC)c1)c1ncc(C(F)(F)F)cc1Cl (stereo not given)	-0.3	1472	i	30	1.1	·	·	4%	i	15	2.6	1.8	2.7	0.66	1399	5%
CC(C)c1ccc(C(C(=O)NC(C)(C)C)N(C(=O)CNC(=O)c2ccco2)c2cccnc2)cc1 (stereo not given)	-4.2	538	i	4	1	4	722	-8%	i	34	2.5	1.6	7.5	0.16	1248	-9%
O=S(=O)(NCc1ccccc1Cl)c1cccs1	-2.8	591	i	-20	1.1	-32	708	1%	i	57	2.4	2.5	9.1	·	·	-5%
COc1cc(Br)c(C(C)NC(=O)c2ccc(C)cc2)cc1OC (stereo not given)	-2.5	1436	i	22	1.1	·	·	1%	i	42	2.2	1.1	7.1	-0.55	1352	5%
CCNC(=O)N1CCCC(C(=O)c2ccc3cc(OC)ccc3c2)C1 (stereo not given)	0.1	1096	i	-11	1.1	-12	663	3%	i	54	3.4	1.5	5.9	-0.21	1515	1%
C1CCCN(c2nc3nonc3nc2N2CCCCCC2)CC1	1.4	1144	i	11	1.1	0	656	-3%	i	44	2.5	2.2	11	-0.03	1046	-6%
CC(=O)NCCn1c(SCC(=O)Nc2ccc(C)cc2)nc2ccccc2c1=O	·	·	i	4	1.1	20	741	1%	i	42	1.2	1.6	1.9	0.38	1302	4%
CCOC(=O)c1[nH]c2ccc(OC)cc2c1C	·	·	i	0	1	·	·	10%	i	34	3.4	2.5	1.1	·	·	12%
The list goes on.
SMILES	bCat nuc transl	bCat nuc transl cell count 5 µM	Autophagy HCS	Autophagy HCS cell loss 18 h	TNAP activation fold	Hep lipid drop	Hep lipid drop cells 6.5 µM	PMI inhibition	T cell modulator	T cell modulator vesicle-bound %	MT stabilizer	MT stabilizer Hoechst-high %	MT stabilizer cytotoxicity %	Insulin prom up	Insulin prom up cell count	PMI inhibitors
CCOc1ccccc1NC(=O)Cn1c(-c2ccc(Cl)cc2)noc1=O	-0.4	1335	·	·	·	-7	659	·	i	21	·	·	·	-0.11	1003	·
CCOc1ncccc1C(=O)OC(C)C(=O)Nc1ccc(CC)cc1 (stereo not given)	-1.2	1078	i	-8	1	53*	684*	0%	i	29	4.6	2.2	9.0	0.6	1250	0%
Cc1nn(C(=O)C(C)N2C(=O)c3ccccc3C2=O)c(C)c1Br (stereo not given)	-3.9	1002	i	24	0.9	·	·	9%	·	·	4.1	1.8	5.3	0.12	1057	8%
Cc1csc2c(=O)sc(NC(=O)c3ccc(F)cc3Cl)nc12	0.2	1279	·	·	·	7	729	·	i	17	·	·	·	0.32	1072	·
C(=N\n1cnnc1)/c1ccc(N2CCOCC2)cc1	-6.0	1019	i	15	1.1	·	·	9%	i	54	4.0	2.7	3.8	0.29	1146	-4%
O=C1CC(C(=O)Nc2ccccc2)N=C(N2CCCCC2)N1 (stereo not given)	0.3	933	i	-2	1.1	30	680	7%	i	41	2.1	1.7	6.7	0.8	868	10%
COCC(=O)Nc1ccccc1NC(C)=O	·	·	i	-2	1.2	5	734	2%	i	38	4.4	1.7	58	-0.31	1290	5%
COc1ccc(CN2CCSCC2)cc1C	-3.8	1222	i	0	1	10	782	-3%	i	4	1.0	2.3	9.2	0.37	922	10%
O=C(Nc1cccc(Cl)c1)Nc1ccc(Cl)cn1	·	·	i	-1	1.1	-4	775	-3%	i	50	2.9	3.0	6.6	0.22	970	1%
CCc1ccc(N2C(=O)CN(Cc3sccc3C)C2=S)cc1	-2.3	993	i	-1	1.1	-7	724	-1%	i	48	1.6	2.4	1.5	-0.7	1265	-1%
COc1ccc(CC(=O)N2CCCc3ccccc32)cc1OC	·	·	i	-2	1.1	-3	718	-3%	i	53	3.5	2.4	4.0	0.1	1314	6%
CC(C)c1ccc(/C=C/C(=O)O)cc1	-0.2	1299	·	·	·	-1	704	·	i	21	·	·	·	0.14	952	·
CC(=O)Nc1cc(C(F)(F)F)ccc1N1CCOCC1	-0.6	1173	i	0	1.1	0	721	8%	i	58	4.0	1.5	4.6	-0.55	1297	16%
CSCCC(NC(=O)COc1ccccc1)C(=O)OCC(=O)c1cc2ccccc2o1 (stereo not given)	-7.6	1228	i	37	1.1	7	783	3%	i	21	2.1	1.1	7.9	0.32	991	9%
O=C(NCc1cccc(Cl)c1)c1ccc(S(=O)(=O)Nc2cccc(C(F)(F)F)c2)cc1	-0.8	913	i	-11	1	5	614	16%	i	14	1.4	1.5	4.2	0.03	1396	26%
CCC(CC)C(=O)Nc1cccc(C(=O)Nc2ccc3c(c2)OCO3)c1	·	·	i	3	1.1	4	681	2%	i	24	6.0	3.3	3.9	0.03	1184	6%
O=C(CCCN1C(=O)CCC1=O)Nc1ccc(Br)cc1F	·	·	i	3	1.2	4	793	-1%	i	22	2.9	2.0	4.1	-0.48	966	-3%
Cc1ccc(CNC(=O)C2CCCN(S(=O)(=O)c3c(C)[nH]c(=O)[nH]c3=O)C2)cc1 (stereo not given)	-0.7	530	i	-39	1.1	12	720	-5%	i	22	3.2	1.8	7.1	0.42	1271	-4%
CCOC(=O)C1=C(c2ccccc2)NC(=O)NC1c1ccc(OC)cc1 (stereo not given)	-3.2	1049	i	17	1.1	-11	673	10%	i	40	2.8	1.4	1.5	-1.1	1308	3%
Cc1ccc2nc(-c3cccnc3)c(NC3CCCCC3)n2c1	-0.3	944	i	-7	1.2	8	668	0%	i	5	1.2	3.3	5.5	-0.38	1305	8%

Random excerpt: 3 compounds from above.
SMILES	bCat nuc transl	bCat nuc transl cell count 5 µM	Autophagy HCS	Autophagy HCS cell loss 18 h	TNAP activation fold	Hep lipid drop	Hep lipid drop cells 6.5 µM	PMI inhibition	T cell modulator	T cell modulator vesicle-bound %	MT stabilizer	MT stabilizer Hoechst-high %	MT stabilizer cytotoxicity %	Insulin prom up	Insulin prom up cell count	PMI inhibitors
C(=N\n1cnnc1)/c1ccc(N2CCOCC2)cc1	-6.0	1019	i	15	1.1	·	·	9%	i	54	4.0	2.7	3.8	0.29	1146	-4%
Cc1ccc(CNC(=O)C2CCCN(S(=O)(=O)c3c(C)[nH]c(=O)[nH]c3=O)C2)cc1 (stereo not given)	-0.7	530	i	-39	1.1	12	720	-5%	i	22	3.2	1.8	7.1	0.42	1271	-4%
COc1ccc(CN2CCSCC2)cc1C	-3.8	1222	i	0	1	10	782	-3%	i	4	1.0	2.3	9.2	0.37	922	10%
